# Compound activity as filed in PubChem BioAssay.
# APEX1 inh: qHTS Assay for Inhibitors of the Human Apurinic/apyrimidinic Endonuclease 1 (APE1); DNA repair nuclease/redox regulator APEX1 (Homo sapiens), P27695; actives 0.35% (n = 350,000); Potency, µM (series often up to 65.8 µM), without a hit: top-dose activity change, negative = inhibition, hits mostly inhibitors; recombinant APE1, TAMRA/BHQ-2 abasic DNA cleavage fluorescence;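 note: plate controls were vehicle for no effect and reference inhibitor for full effect; nearly all actives have a fitted effect of over 55% in size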
# Target sequence (P27695 whole entry, looked up): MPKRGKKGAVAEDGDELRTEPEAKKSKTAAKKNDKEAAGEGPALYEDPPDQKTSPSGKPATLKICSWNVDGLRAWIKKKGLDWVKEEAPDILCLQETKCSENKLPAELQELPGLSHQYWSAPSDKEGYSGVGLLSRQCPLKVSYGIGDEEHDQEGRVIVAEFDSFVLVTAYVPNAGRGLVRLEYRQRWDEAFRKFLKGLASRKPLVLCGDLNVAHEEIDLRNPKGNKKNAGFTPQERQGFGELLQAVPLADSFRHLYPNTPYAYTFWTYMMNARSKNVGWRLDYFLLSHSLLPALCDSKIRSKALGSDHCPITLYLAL
#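 APE1 at 0.75 nM preincubated 15 min at room temperature with compound. Reaction then started with 50 nM double-stranded THF-abasic substrate labelled with TAMRA/BHQ-2, and 525/598 nm fluorescence read kinetically. Activity taken as third-minus-first read difference, normalized to DMSO and NSC13755 controls.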
# POLK inh: qHTS for Inhibitors of Polymerase Kappa | DNA polymerase kappa (Homo sapiens), Q9UBT6 | purified Pol kappa, fluorescent DNA synthesis assay, 10 min | Potency, µM (highest dose often 107 µM), for the others: at the top dose activity, negative = inhibition, hits mostly inhibitors | actives 0.53% (n = 400,000) | AID 588579, 2011; note: % is set by controls: 0 for no effect and ±100 for the full control effect
#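 Pol kappa 10 nM + cpd, 15 min RT; start w/ substrate 50 nM final; fluorescence kinetic read, 0 and 10 min. Neg ctrl: buffer, no enzyme.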
# BLM inh: qHTS Assay for Inhibitors of Bloom's syndrome helicase (BLM). recombinant BLM DNA unwinding, fluorescence dequenching. AID 2528, 2010. actives 0.2% (n = 350,000). Potency, µM (highest dose often 56.1 µM), inactives show top-dose activity change, negative = inhibition, actives largely listed as inhibitors. RecQ-like DNA helicase BLM (Homo sapiens), P54132;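 note: plate controls were vehicle for no effect and no enzyme for full effect; nearly all actives have a fitted effect of over 35% in size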
# Pol iota inh: qHTS for Inhibitors of Polymerase Iota; DNA polymerase iota (Homo sapiens), Q9UNA4; Pol iota fluorescent replication assay, 10 min; Potency, µM (doses to about 115 µM), for inactives: at the highest dose activity, negative = inhibition, usual class: inhibitors; actives 1% (n = 390,000); AID 588590, 2011
#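 Fluorescent replication assay read twice, at 0 min and 10 min after adding 50 nM (final) substrate. Enzyme (10 nM) and compounds were first incubated 15 min at room temperature; enzyme-free buffer wells were negative controls.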
# G9a block: qHTS Assay for Inhibitors of Histone Lysine Methyltransferase G9a; G9a H3K9 monomethylation, AlphaScreen, 2 h; Potency, µM (top dose mostly 102 µM), inactives show at the highest dose activity, negative = inhibition, hits mostly inhibitors; actives 8.8% (n = 350,000); note: % is set by controls: 0 for no effect and ±100 for the full control effect; nearly all actives have a fitted effect of over 75% in size
#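 Readings reflect AlphaScreen signal from monomethyl-H3K9 antibody detection. HMT at 20 nM; substrate b-H3K9 500 nM; cofactor SAM 20 uM; 2 h RT reaction; compounds tested as titrations in qHTS with 15 min preincubation.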
# Apoferritin bind: qHTS Assay for Identification of Novel General Anesthetics; apoferritin/1-aminoanthracene competitive binding, fluorescence; Ferritin light chain (Equus caballus), P02791; Potency, µM (series often up to 77.5 µM), inactives show at the top dose activity change, negative = displacement, most hits filed as inhibitors; actives 0.074% (n = 350,000); note: % is set by controls: 0 for no effect and ±100 for the full control effect; nearly all actives have a fitted effect of over 20% in size
#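 10 uM apoferritin + 50% sat. 1-AMA, PBS; cpd 10 min RT; Ex380/Em535 endpoint; normalized to free probe vs complex; 4-param Hill fit; propofol titration as pos. ctrl.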
# Pol beta inh: qHTS Assay for Inhibitors of DNA Polymerase Beta; Potency, µM (top dose mostly 114 µM), for the others: at the highest dose activity change, negative = inhibition, most hits filed as inhibitors; actives 1.3% (n = 340,000); AID 485314, 2010; Pol beta primer extension/strand displacement, fluorescence kinetic; note: % is set by controls: 0 for no effect and ±100 for the full control effect
#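 Human Pol beta at 10 nM; strand-displacement substrate 50 nM final. Compound exposure 15 min at room temperature before start, reaction 10 min at room temperature.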
# Pol eta inh: qHTS for Inhibitors of Polymerase Eta; actives 1.2% (n = 390,000); Potency, µM (doses to about 114 µM), inactives show at the highest dose activity change, negative = inhibition, actives largely listed as inhibitors; recombinant Pol eta, fluorescent DNA replication assay; DNA polymerase eta (Homo sapiens), Q9Y253; note: % is set by controls: 0 for no effect and ±100 for the full control effect
# Target sequence (Q9Y253 whole entry, looked up): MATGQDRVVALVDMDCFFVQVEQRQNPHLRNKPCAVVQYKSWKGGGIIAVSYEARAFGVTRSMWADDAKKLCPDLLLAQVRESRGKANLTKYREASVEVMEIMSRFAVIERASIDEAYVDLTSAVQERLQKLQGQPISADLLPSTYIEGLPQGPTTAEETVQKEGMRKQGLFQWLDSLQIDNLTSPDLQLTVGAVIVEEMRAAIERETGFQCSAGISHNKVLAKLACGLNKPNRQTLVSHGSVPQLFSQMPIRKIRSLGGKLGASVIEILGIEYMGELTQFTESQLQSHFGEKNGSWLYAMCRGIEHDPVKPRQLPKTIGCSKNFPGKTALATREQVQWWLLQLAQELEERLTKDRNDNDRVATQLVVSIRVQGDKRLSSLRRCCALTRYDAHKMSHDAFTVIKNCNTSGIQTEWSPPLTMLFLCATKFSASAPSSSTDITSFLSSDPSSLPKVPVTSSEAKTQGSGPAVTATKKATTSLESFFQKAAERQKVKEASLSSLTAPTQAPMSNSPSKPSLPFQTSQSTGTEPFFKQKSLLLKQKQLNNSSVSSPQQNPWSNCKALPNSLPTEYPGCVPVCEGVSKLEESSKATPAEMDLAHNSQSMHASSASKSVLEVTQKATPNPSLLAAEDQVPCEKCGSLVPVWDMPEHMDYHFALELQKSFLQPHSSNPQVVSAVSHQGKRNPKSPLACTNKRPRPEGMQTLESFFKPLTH
#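 Pol eta at 10 nM preincubated with compounds 15 min at room temperature; reaction started with fluorescent substrate (50 nM final) and read kinetically at 0 and 10 min.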
# BAZ2B inh: qHTS Assay for Inhibitors of BAZ2B; AID 504333, 2011; AlphaScreen BAZ2B-H3K14Ac peptide displacement; actives 4.4% (n = 360,000); Bromodomain adjacent to zinc finger domain protein 2B (Homo sapiens), Q9UIF8; Potency, µM (top dose mostly 114 µM), inactives show at the top dose activity change, negative = inhibition, usual class: inhibitors; note: % is set by controls: 0 for no effect and ±100 for the full control effect; nearly all actives have a fitted effect of over 60% in size
#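 BAZ2B 50 nM plus b-H3(5-23)K14Ac 50 nM, PBS pH 7.4/0.01% Tween-20, 30 min RT; compound added (max 110 uM), 30 min RT; streptavidin donor/Ni-chelate acceptor beads 10 ug/mL final, 20 min dark; AlphaScreen read.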
# Numbers without * were called inactive; ? = inconclusive; . = no result given; & = joins results of further samples; [ ] = dose if it differs, or a comment. Calls come from the whole dose curve; as a rule, active = well fitted curve in the direction sought with a large enough effect; inconclusive = small, poorly fitted or top-dose-only effect, or another doubt; inactive = no such curve, though single readings can be large; an effect the other way counts as inactive or inconclusive. Potency is the fitted concentration of half-maximal effect.
1: O=C(C1CCN(C2CCN(CC3CC=CCC3)CC2)CC1)N1CCOCC1 (stereo unspecified)
2: COc1cccc(CNC(=O)N2CCN(c3ccccc3)CC2)c1
3: Cc1ccc(-c2nc3cc(C(C)C)ccc3o2)cc1NC(=O)c1cccs1
4: O=C(O)CC1(CC(=O)Nc2ccc(F)c(Cl)c2)CCCCC1
5: COC(=O)C(Cc1ccccc1)NS(=O)(=O)c1ccc(F)cc1Br (stereo unspecified)
6: N/C(=N\OC(=O)Oc1ccccc1)c1ccc(Cl)cc1
7: CC(CCn1cccn1)NC(=O)c1cc(COc2ccc(F)cc2Cl)on1 (stereo unspecified)
8: Cc1ccccc1C(=O)Nc1nncs1
compound no.	1	2	3	4	5	6	7	8
APEX1 inh	0%	23%	.	-2%	-3%&-9%&0%	2%	-4%	4%
POLK inh	6%	-4%	-6%	-1%	-16%&1%&-11%	-21%	6%	-6%
BLM inh	-2%	-4%	-5%	0%	0%&-9%&-1%	-1%	-4%	-3%
Pol iota inh	10%	26%	-1%	33%[activator]	9%&-3%&-12%	-2%	19%	8%
G9a block	-2%	15%	-2%[59 µM]	.	37%[59 µM]	?	28%	13%
Apoferritin bind	-5%	-5%	?	-4%	-16%&-10%&3%	-12%	?	-8%
Pol beta inh	3%	93%	4%	2%	-24%	20%	23%	10%
Pol eta inh	-9%	-17%	-23%	-18%	-9%	-13%	-10%	8%
BAZ2B inh	0%	3%	-16%	1%	2%	-5%	2%	7%

9: CCOC(=O)c1cnn(-c2ccccc2)c1NC(=O)CN1CCCCC1
10: Cc1nn(Cc2ccc(Cl)c(Cl)c2)c(C)c1NC(=O)c1cc(C2CC2)on1
11: O=C(/C=C/c1c(F)cccc1Cl)Nc1ccncc1
12: Cc1cccc(N2CCN(CCCNC(=O)c3ccc(NC(=O)C4=CSCCO4)cc3)CC2C)c1 (stereo unspecified)
13: COc1ccc(OCCn2c(=O)sc3ccccc32)cc1
14: Cc1cccc(NC(=O)c2nc[nH]c2C(=O)N[C@@H](CC(C)C)C(=O)OC(C)(C)C)c1
15: COc1ccccc1OCc1ccc(C(=O)Nc2cc(OC)c(OC)c(OC)c2)o1
16: CCc1cccc(NC(=O)C(CC(C)C)NS(=O)(=O)c2ccc3c(c2)oc(=O)n3C)c1 (stereo unspecified)
compound no.	9	10	11	12	13	14	15	16
APEX1 inh	-2%	-7%	1%	-36%	-4%	-6%	-9%	.
POLK inh	3%	-32%	-5%	-5%	-18%	-29%	-4%	0%
BLM inh	-3%	-13%	5%	-1%	-11%	-14%	-5%	-2%
Pol iota inh	28%	-31%	-11%	22%	135%[activator]	?	20%	-5%
G9a block	?	?	0%[59 µM]	.	32%	0%[12.7 µM]	.	4%[59 µM]
Apoferritin bind	-6%	?	-12%	-11%	-13%	-14%	-10%	-5%
Pol beta inh	-1%	?	3%	18%	0%	-16%	5%	39%
Pol eta inh	4%	-8%	-15%	-4%	-15%	-22%	-17%	-8%
BAZ2B inh	2%	-33%	-1%	?	11%	2%	-10%	-16%

17: COc1ccc(/C=C2/C(=O)N(c3cccc(F)c3)N=C2C)c(OC)c1
18: CCOC(=O)c1cc(C(=O)c2cc(F)ccc2O)coc1=N
19: O[C@@H](c1cc(C(F)(F)F)nc2c(C(F)(F)F)cccc12)[C@H]1CCCCN1
20: O=C(Nc1cccc(Cl)c1)C1CCN(c2nc3ccccc3nc2C(F)(F)F)CC1
21: COc1ccc(C(CC(=O)O)NC(=O)c2cccs2)cc1 (stereo unspecified)
22: CC(=O)/C(=N/Nc1ccccc1Cl)Sc1nnc(C(O)c2ccccc2)n1-c1ccccc1 (stereo unspecified)
23: COc1ccc(N2C(=NC(=O)C(C)Oc3ccccc3)SC3CS(=O)(=O)CC32)cc1 (stereo unspecified)
24: Cc1cccc(N(C(=O)Cc2cccs2)C(C(=O)NC2CCCC2)c2ccsc2)c1 (stereo unspecified)
compound no.	17	18	19	20	21	22	23	24
APEX1 inh	-10%	2%	16%	.	-5%	7%	32%	-1%
POLK inh	-9%	-14%	0%	-25%	-6%	8%	-7%	14%
BLM inh	-2%	-5%	2%	-7%	-1%	3%	1%	0%
Pol iota inh	1.1µM*	32%[activator]	21%&4%	37%[activator]	?	13%	21%	-22%
G9a block	19%[0.501 µM]	-27%	2%[12.7 µM]	7%[59 µM]	5%[59 µM]	10µM*	33%	6%
Apoferritin bind	-4%	-16%	.	-10%	13%	-17%	-24%	-7%
Pol beta inh	28%	17%	.	-11%	-1%	25%	28%	-16%
Pol eta inh	11%	1%	-24%	-17%	3%	-2%	-10%	-4%
BAZ2B inh	?	3%	6%	8%	-3%	-3%	2%	-19%

# Whole records from above. Values in the order: APEX1 inh | POLK inh | BLM inh | Pol iota inh | G9a block | Apoferritin bind | Pol beta inh | Pol eta inh | BAZ2B inh
# Record of CCOC(=O)c1cc(C(=O)c2cc(F)ccc2O)coc1=N → 2% | -14% | -5% | 32%[activator] | -27% | -16% | 17% | 1% | 3%
# Record of COc1ccc(N2C(=NC(=O)C(C)Oc3ccccc3)SC3CS(=O)(=O)CC32)cc1 (stereo unspecified) → 32% | -7% | 1% | 21% | 33% | -24% | 28% | -10% | 2%
# Record of CC(=O)/C(=N/Nc1ccccc1Cl)Sc1nnc(C(O)c2ccccc2)n1-c1ccccc1 (stereo unspecified) → 7% | 8% | 3% | 13% | 10µM* | -17% | 25% | -2% | -3%
# Record of COc1ccc(/C=C2/C(=O)N(c3cccc(F)c3)N=C2C)c(OC)c1 → -10% | -9% | -2% | 1.1µM* | 19%[0.501 µM] | -4% | 28% | 11% | ?
# Record of O[C@@H](c1cc(C(F)(F)F)nc2c(C(F)(F)F)cccc12)[C@H]1CCCCN1 → 16% | 0% | 2% | 21%&4% | 2%[12.7 µM] | . | . | -24% | 6%

# Continued:
25: O=S(=O)(O)c1ccc(N=NNc2ccc(Br)cc2)cc1
26: O=C1CC(N2CCN(c3ccc(O)cc3)CC2)C(=O)N1c1ccc2c(c1)OCO2 (stereo unspecified)
27: COc1ccc2[nH]c(CN3CCN(CC=C(C)C)C(CCO)C3)c(C)c2c1 (stereo unspecified)
28: CCOC(=O)Cn1c(=O)oc2cc(S(=O)(=O)NCCCc3ccccc3)ccc21
29: Cc1ccnc(NS(=O)(=O)c2cccs2)c1
30: CCCCN(C(=O)NCCCCCCNC(=O)N(CCCC)C1CCS(=O)(=O)C1)C1CCS(=O)(=O)C1 (stereo unspecified)
31: C/C(=N\Nc1nc(Nc2ccccc2)nc(N2CCOCC2)n1)c1cccs1
32: CN(C)/C=C/C(=O)c1ccc(-c2ccc(Cl)cc2Cl)o1
compound no.	25	26	27	28	29	30	31	32
APEX1 inh	-1%	-5%	-11%	-2%	5%	3%	-3%	?
POLK inh	-8%	-4%	-9%	-5%	2%	-9%	-1%	-14%
BLM inh	-1%	-5%	2%	-8%	-3%	-1%	0%	-14%
Pol iota inh	91%[activator]	-16%	38%[activator]	16%	6%	26%	29%	92%[activator]
G9a block	25µM*	16µM*	-5%[0.501 µM]	8%[59 µM]	-5%[12.7 µM]	62%[activator]	2%	45µM*
Apoferritin bind	-4%	-13%	-10%	-6%	-1%	-4%	-18%	?
Pol beta inh	-2%	-3%	2%	-24%	2%	3%	?	32µM*
Pol eta inh	-19%	-6%	5%	-24%	3%	5%	-21%	-19%
BAZ2B inh	-20%	-22%	?	-1%	4%	5%	-35%	?

33: CCC1CCCCN1C(=O)c1ccc(OC2CCN(C(=O)CCOC)CC2)cc1 (stereo unspecified)
34: COCCOC(=O)c1sc(=S)n(CCOC)c1N
35: Cn1c(=O)c2c(nc3n(-c4ccc(O)cc4)c(-c4ccc(Br)cc4)cn23)n(C)c1=O
36: CCOC(=O)N1CCC(Nc2ncnc3c2cnn3-c2ccc(Cl)cc2)CC1
37: CCN(CC)S(=O)(=O)c1ccc2c(c1)N(CC(=O)N1CCN(c3ccc(Cl)cc3)CC1)C(=O)CO2
38: Cc1nn2c(C)c(C(=O)Nc3ccccc3)cnc2c1C#N
39: COc1cc(CC(=O)OCC(=O)NC2CC2)cc(OC)c1OC
40: O=[N+]([O-])c1ccc(N2CCC(O)CC2)nc1
41: C=CCn1c(SCC(N)=O)nnc1-c1cnccn1
42: Cc1ccc(C(=O)N2CCc3cc(CNC(=O)COc4ccccc4)ccc32)cc1
compound no.	33	34	35	36	37	38	39	40	41	42
APEX1 inh	88%[activator]	?	.	5%	.	1%	?	2%	12%	.
POLK inh	-1%	?	9%	-1%	-7%[60.1 µM]	-17%	5%	-18%	-22%	-12%[60.1 µM]
BLM inh	1%	-10%	-5%	0%	1%	-11%	-6%	-3%	-1%	-5%
Pol iota inh	18%	?	-7%	10%	10%	20%	77%[activator]	29%	18%	-14%
G9a block	69%[activator]	?	17%[59 µM]	-31%[12.7 µM]	6%[59 µM]	16µM*	-41%	-9%[59 µM]	.	-3%[59 µM]
Apoferritin bind	-13%	-12%	-3%	-6%	-22%	-11%	4%	-10%	0%	2%
Pol beta inh	0%	?	3%	-1%	-24%	0%	32%	2%	10%	-9%
Pol eta inh	-9%	?	-9%	-1%	?	0%	-8%	8%	-11%	9%
BAZ2B inh	-22%	?	-13%	-18%	13%	-1%	-28%	3%	-5%	-19%

# Only part of the results is shown (hit frequency here may not be typical).
